SRC1 inh = inhibits human SRC1 coactivator. 360,000 tested, 0.12% active. Q15788. inhibition, % at 3.6 µM. HEK293 GAL4-SRC1 luciferase reporter, luminescence;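 active means inhibition above the campaign mean plus 3 SD, with each screening campaign given its own cutoff, cut at about 60% in these data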;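 further: 0% = DMSO treated cells and 100% = gossypol at 36 µM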
SRC2 inh = human SRC2 (NCOA2) inhibition. HEK293 GAL4-SRC2 luciferase reporter, luminescence. Q15596. inhibition, % at 9 µM. 370,000 tested, 0.17% active;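 active means inhibition above the mean inhibition of all tested compounds plus 3 SD, set per campaign, cut at about 52% in these data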;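 further: 0% = DMSO treated cells and 100% = cells given Gossypol at 36 µM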
NR5A2 inv ag = inverse agonists of human LRH-1 (NR5A2); O00482; HEK293T StAR-luciferase reporter, LRH-1 transfected, 24 h; inhibition, % at 3.6 µM; 360,000 tested, 0.13% active;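 active means inhibition above the mean inhibition of all tested compounds plus 3 SD, cut at about 73% in these data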;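 further: 0% = DMSO wells and 100% = reporter-only cells lacking LRH-1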
Target sequence (O00482 whole entry, looked up): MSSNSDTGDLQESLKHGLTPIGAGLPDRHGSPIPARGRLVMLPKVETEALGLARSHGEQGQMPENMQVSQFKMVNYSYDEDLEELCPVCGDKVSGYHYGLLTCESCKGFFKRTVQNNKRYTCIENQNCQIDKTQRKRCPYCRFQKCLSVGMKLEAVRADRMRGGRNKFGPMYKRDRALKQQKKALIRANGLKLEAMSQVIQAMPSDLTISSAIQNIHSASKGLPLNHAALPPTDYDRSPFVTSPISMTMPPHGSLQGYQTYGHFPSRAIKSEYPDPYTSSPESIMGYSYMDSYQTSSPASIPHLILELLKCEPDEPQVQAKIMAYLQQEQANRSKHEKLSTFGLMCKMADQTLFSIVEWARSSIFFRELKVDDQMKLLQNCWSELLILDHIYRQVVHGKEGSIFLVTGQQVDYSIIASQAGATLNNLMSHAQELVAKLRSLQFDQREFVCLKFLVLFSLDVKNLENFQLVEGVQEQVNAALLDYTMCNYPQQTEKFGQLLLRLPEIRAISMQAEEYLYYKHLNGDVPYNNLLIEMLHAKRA
CF NFkB inh = cystic fibrosis NF-kB activation inhibition; KKLEB NF-kB-GFP reporter, PAF-induced, GFP fluorescence overnight; inhibition, % at 5 µM; 360,000 tested, 0.86% active; AID 588850;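 active means at least 50% inhibition at 5 µM, scaled per plate between neutral and stimulator controls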;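 further: PAF is a Pseudomonas aeruginosa culture filtrate used as stimulus; plate controls were PAF-stimulated DMSO wells for no effect and unstimulated DMSO wells for full effect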
NCOA3 inh = inhibits human SRC3 coactivator. Q9Y6Q9. HEK293 GAL4-SRC3 luciferase reporter, luminescence. inhibition, % at 3.6 µM. 360,000 tested, 0.17% active;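 active means inhibition above a per-campaign cutoff, the mean of all compounds plus 3 SD, cut at about 60% in these data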;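 further: 0% = DMSO-treated cells and 100% = gossypol-treated cells at 36 µM; higher means less SRC3-driven luciferase light from the GAL4 reporter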
TRAIL sens C8 = caspase-8 TRAIL sensitization; AID 624354; NB7+C8 cells + TRAIL, ATPlite viability luminescence; inhibition (viability loss, TRAIL sensitization), % at 10 µM; 360,000 tested, 1% active;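 active means compounds causing at least 50% loss of cell viability in the single-dose screen, relative to plate controls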
TWEAK-Fn14 inh = inhibitors of TWEAK-Fn14 interaction signaling; 360,000 tested, 2% active; inhibition, % at 10 µM; TWEAK-stimulated Fn14 reporter cells, luciferase luminescence, 8 h; AID 1159606; in the data active means inhibition above about 50%
KKLEB cytotox = counter-screen for CF NF-kB inhibitors: cytotoxicity | 360,000 tested, 0.36% active | AID 602141 | activity change (cytotoxicity), % at 5 µM | KKLEB CF airway cells viability, ATPlite luminescence, overnight; stronger effect = lower value; cells stimulated with P. aeruginosa culture filtrate;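 active means corrected activity change at or below -50% at 5 µM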
TROY NFkB inh = blocks TROY-dependent signaling in reporter cells | 360,000 tested, 0.98% active | AID 1347056 | inhibition, % at 10 µM | Q293 LMP1-TROYcd NF-kB luciferase reporter, 4 h;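 active means compounds whose plate-normalised and pattern-corrected inhibition of the luciferase reporter signal at the single screening dose is 50% or more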
EBV LMP1 NFkB = reduces LMP1-driven NF-kappaB luciferase signal | LMP1-induced NF-kappaB luciferase reporter cells, luminescence | inhibition, % at 12.5 µM | 350,000 tested, 0.69% active; in the data active means inhibition above about 41%;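 further: 0% = neutral control wells and 100% = reference inhibitor control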
NR2F2 inh = blocks human COUP-TFII nuclear receptor | AID 686940 | 370,000 tested, 0.7% active | HEK293T NGFI-A luciferase reporter, luminescence | inhibition, % at 8.6 µM;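 active means inhibition above a per-plate cutoff, mean inhibition of test wells between control levels plus 3 SD, cut at about 38% in these data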;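 further: cells cotransfected with COUP-TFII expression vector driving the NGFI-A reporter; 0% = median of COUP-TF2 test wells and 100% = reporter-only cells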
Target sequence (P24468 whole entry, looked up): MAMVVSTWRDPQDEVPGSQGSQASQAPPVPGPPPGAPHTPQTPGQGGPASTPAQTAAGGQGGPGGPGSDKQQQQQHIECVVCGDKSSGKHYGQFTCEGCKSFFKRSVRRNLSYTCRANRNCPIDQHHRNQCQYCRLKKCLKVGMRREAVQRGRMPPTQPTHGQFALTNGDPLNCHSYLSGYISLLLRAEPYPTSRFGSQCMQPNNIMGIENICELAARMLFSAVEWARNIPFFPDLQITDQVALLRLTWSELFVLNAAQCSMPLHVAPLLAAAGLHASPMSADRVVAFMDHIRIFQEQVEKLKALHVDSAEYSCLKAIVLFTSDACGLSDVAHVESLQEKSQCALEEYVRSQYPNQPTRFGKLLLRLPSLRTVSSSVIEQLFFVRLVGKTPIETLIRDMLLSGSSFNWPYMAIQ
* marks the source's active call; other numbers are inactive results; . = no result given.

SMILES	SRC1 inh	SRC2 inh	NR5A2 inv ag	CF NFkB inh	NCOA3 inh	TRAIL sens C8	TWEAK-Fn14 inh	KKLEB cytotox	TROY NFkB inh	EBV LMP1 NFkB	NR2F2 inh
CCOc1ccc(CC(C(N)=O)C(N)=O)cc1CN(C)C	-26	6	-4	-8	8	3	-2	0	-5	-5	-12
O=C(Cn1nc(-c2ccccc2)nc1-c1ccccc1)N1CCOCC1	4	-32	18	-2	17	-2	3	-2	16	19	2
O=[N+]([O-])c1ccc(S(=O)(=O)NCCc2cn3ccccc3n2)cc1	11	-22	25	7	1	16	-17	14	10	-10	-2
CCOC(=O)c1ccc2c(c1)nc(SC/C(O)=C(\C#N)c1nc3ccccc3[nH]1)n2CC	-12	-6	5	66*	9	26	-5	-38	5	-2	-4
S=c1[nH]nc(-c2ccco2)n1/N=C/c1cccs1	-1	-8	4	-2	9	-4	1	-8	1	-3	-2
NC(=O)c1ccc(-n2nnnc2SCC(=O)Nc2ccccc2F)cc1	9	-31	3	2	12	-14	-14	1	-9	1	4
CCOC(=O)Nc1ccccc1C(=O)N1CCOCC1	-7	12	4	9	23	-3	-10	-2	15	-2	8
COc1ccc(/C=N\NC(=O)c2nn(C)cc2Cl)cc1CN1CCOCC1	0	-32	-7	18	25	2	12	-14	-38	2	-14
O=C(NC1CCCCC1)c1ccc(CNc2nc(=S)[nH]c3ccccc23)cc1	-20	16	-2	-22	5	-10	-8	-3	-16	2	5
O=C(NCC(c1cccs1)N1CCOCC1)c1cc(=O)[nH]c2ccccc12 (configuration not stated)	-12	-5	-1	9	12	7	3	9	-6	2	5
O=C1NC(=O)/C(=C\c2ccc(Oc3cnccn3)cc2)S1	-51	-22	-54	8	-32	10	-27	-7	-66	-9	9
Cc1cccc(Nc2nc(N)nc(CN3CCN(Cc4ccc5c(c4)OCO5)CC3)n2)c1	-3	-2	19	-8	-7	-3	-17	5	7	1	10
COCCSc1ccccc1C(=O)N1CCN(Cc2ccc3c(c2)OCO3)CC1	3	-3	11	-8	-16	-9	-15	-12	2	6	15
CCOC(=O)Nc1ccc(S(=O)(=O)Nn2cnnc2)cc1	-1	-16	20	4	8	9	5	9	-8	-3	14
CN(c1cccc(NC(=O)Nc2cccc(Cl)c2)c1)S(C)(=O)=O	-62	-68	-54	14	-37	18	82*	2	5	-3	-7
COc1ccc(NC(=O)c2ccc(-n3nc(C)c[n+]3[O-])cc2)cc1	-22	4	-14	2	-7	-6	-5	1	-1	1	4
COC(=O)CNC(=O)CN1C(=O)N(c2ccccc2)C(N(O)C(=O)Nc2ccccc2)C1(C)C (configuration not stated)	1	9	3	10	-18	-10	81*	-18	-9	-4	-22
CN(C(=O)OC(C)(C)C)[C@H](Cc1ccccc1)C(=O)N[C@H]1CCCCNC1=O	-8	-7	3	-8	-1	-13	-13	12	-7	0	-4
NC1=NS(=O)(=O)NC1c1cccc(Cl)c1 (configuration not stated)	-31	1	-36	-7	0	-11	82*	-1	1	3	8
COc1ccccc1NCC(O)COc1ccc(C(C)(C)C)cc1 (configuration not stated)	-26	-14	3	-17	3	-19	-25	-6	-27	2	-19

Gathered by group, those above containing an aryl thioether with sulfur outside any ring.
SMILES	SRC1 inh	SRC2 inh	NR5A2 inv ag	CF NFkB inh	NCOA3 inh	TRAIL sens C8	TWEAK-Fn14 inh	KKLEB cytotox	TROY NFkB inh	EBV LMP1 NFkB	NR2F2 inh
CCOC(=O)c1ccc2c(c1)nc(SC/C(O)=C(\C#N)c1nc3ccccc3[nH]1)n2CC	-12	-6	5	66*	9	26	-5	-38	5	-2	-4
NC(=O)c1ccc(-n2nnnc2SCC(=O)Nc2ccccc2F)cc1	9	-31	3	2	12	-14	-14	1	-9	1	4
COCCSc1ccccc1C(=O)N1CCN(Cc2ccc3c(c2)OCO3)CC1	3	-3	11	-8	-16	-9	-15	-12	2	6	15

(next part)
SMILES	SRC1 inh	SRC2 inh	NR5A2 inv ag	CF NFkB inh	NCOA3 inh	TRAIL sens C8	TWEAK-Fn14 inh	KKLEB cytotox	TROY NFkB inh	EBV LMP1 NFkB	NR2F2 inh
Cc1nc(C)c(-c2csc(Nc3ccc(Cl)cn3)n2)s1	-5	-1	2	-22	-16	14	57*	19	8	3	32
C[C@@H]1CN([C@@H](C)CO)S(=O)(=O)c2ccc(Br)cc2O[C@H]1CN(C)C(=O)c1ccccc1	-10	-4	-32	-1	-21	-21	3	7	-7	24	-1
Cc1cccc(OCC(O)CN2CCN(C3CCCCC3)CC2)c1 (configuration not stated)	-7	6	-19	-4	6	2	-28	7	-4	-2	-10
CC1(C(=O)NCc2cccc(C(F)(F)F)c2)CCN1Cc1ccc(-c2ccccc2)o1 (configuration not stated)	7	16	-5	18	3	16	13	2	9	.	16
Cc1ccc(S(=O)(=O)N2CCN(C(=O)COC(=O)COc3cccc(C(F)(F)F)c3)CC2)c(C)c1	3	-20	6	-55	2	-7	15	8	4	3	6
COc1ccc(CCNc2cc(C)nc3c(-c4ccccc4OC)cnn23)cc1OC	11	-9	-13	-3	7	9	-21	14	-13	11	-7
CC1CC(C)CN(C(=O)CNS(=O)(=O)c2cccs2)C1 (configuration not stated)	-7	-11	21	-10	-7	4	2	-3	-1	3	-13
O=C(O)C1CCN(S(=O)(=O)c2ccc(Oc3ccccc3)cc2)CC1	-4	2	4	6	1	7	7	-12	-2	2	1
CSc1nc(SCCN(C)C)c2c3c(sc2n1)COC(C)(C)C3	-4	8	-5	33	8	5	-6	-24	-14	2	-8
Cc1ccc(CONC(=O)c2ccc(OC(F)F)cc2)cc1	2	-4	-2	3	-5	-4	-32	-10	-39	-20	-22
Cc1ccc(-n2ncc3c2CC(C)(C)CC3NC(=O)c2ccc[n+]([O-])c2)cc1 (configuration not stated)	-1	-16	-14	29	-7	10	16	-11	-8	-1	-7
COc1ccc(-c2cc3c(c4c2ccn4C)C2CCC3C2)cn1 (configuration not stated)	-1	7	-34	49	-4	7	0	-11	8	.	4
CC1CCN(C(=O)CCS(=O)(=O)c2cc3c(cc2Cl)NC(=O)CO3)CC1	0	-24	21	-5	-2	5	19	0	1	-1	-5
CC12C=CC(=O)C=C1CCC1C2CCC2(C)C(C(=O)CO)CCC12 (configuration not stated)	-7	-44	-14	11	-29	9	-1	-12	1	-2	-12
CCOc1ccc2c(c1)-c1c(ssc1=S)C(C)(C)N2C(=O)c1ccco1	3	12	1	53*	-3	12	18	-12	18	8	5
C[C@H](CO)N1C[C@H](C)[C@@H](CN(C)S(=O)(=O)c2ccccc2)Oc2c(NC(=O)Nc3ccccc3)cccc2C1=O	3	-20	19	8	7	-13	17	-3	9	-3	1
CC(C)c1ccc(CNC(=O)C(=O)NCC2CCCO2)cc1 (configuration not stated)	-15	-2	-14	2	6	-6	3	18	-22	-2	16
COCc1c(N)c(C)nc(Cl)c1C#N	7	-21	-22	5	-1	2	12	-7	12	-5	-6
CCc1c(O)nc(SC2CC(=O)N(c3ccc(F)c(Cl)c3)C2=O)[nH]c1=O (configuration not stated)	-3	19	-20	-24	-9	1	0	22	-13	2	5
CCC(C)(C)NC(=O)CN(C(=O)CCC(=O)Nc1cc(C)ccn1)c1ccc2c(c1)OCO2	-8	-33	-16	2	1	-5	1	-8	-1	-4	13
CN(CCCNC(=O)c1ccc(/C=N/O)nc1)CCCN(C)Cc1ccccc1	13	-29	-5	-10	-2	2	-15	3	-3	-2	-3
C=C(C)C(=O)Nc1cccc(C2=NOC3(C2)C[C@@H](C(N)=O)N(C(=O)CC(c2ccccc2)c2ccccc2)C3)c1 (some centres not stated)	-10	-17	22	5	0	2	0	-4	5	-4	5
Cn1c(COc2ccc(Cl)cc2)nc2ccccc2c1=O	-26	-14	-38	31	-20	8	-24	1	-31	2	3
COc1cc(C=NNC(=O)Cn2nc(C)cc2C)ccc1OC(=O)C1CC1	-11	10	1	15	-4	-5	-6	5	-11	-1	3
COc1ccc(CC(=O)OC(C)C(=O)NC2CCCCC2C)cc1 (configuration not stated)	-8	-11	3	-1	10	-14	5	4	-7	-7	-7
COc1ccc(-c2nn(Cc3ccccc3)cc2C(=O)N2CCN(c3ncccn3)CC2)cc1	-28	-26	6	-30	8	-1	6	-23	10	-5	6
Cc1cccc(NC(=O)C(=O)NCC2CCCN2S(=O)(=O)c2ccccc2)c1 (configuration not stated)	12	10	0	8	-6	3	-8	-9	-31	11	18
COc1cc(/C=C/C(=O)OCC(=O)NCc2ccc(F)cc2)ccc1O	-12	0	23	23	5	15	24	-26	15	-15	-9
CC(=O)N1CCN(CCN=CC2=C(O)CC(c3cccs3)CC2=O)CC1 (configuration not stated)	-12	-24	15	9	-7	-15	-2	0	2	7	1
CN(CCCN1CCOCC1)C(=O)c1cc(COc2cccc(C(F)(F)F)c2)on1	5	13	-16	-4	0	-1	-4	-2	-11	0	-17
O=C(COC(=O)Cn1cnc2ccccc21)NCCCc1ccccc1	-2	-7	0	9	1	-5	8	6	12	-6	-11
COc1ccc(-c2ccc(S(=O)(=O)N3CCCC3)cc2)cc1	-18	1	14	16	14	-4	-7	1	-7	0	8
Cc1cc(C)n(CC(=O)NCCC2=CCCCC2)n1	-9	17	-23	-16	-1	4	11	2	-13	0	8
O=C(Nc1ccccc1-c1ccccc1NC(=O)c1ccco1)c1ccco1	6	7	-11	-8	-6	-17	66*	8	.	-2	-3
Cc1[nH]c2ccccc2c1/C=C(\C#N)C(=O)NCC1CCCO1 (configuration not stated)	-28	-25	-1	9	1	-8	-11	-9	-24	-3	-22
O=C(O)C1=C2C(=O)Nc3cccc(c32)C2(C1)C(=O)Nc1ccccc12 (configuration not stated)	-4	11	34	12	-11	-1	-9	-11	-8	-4	-6
COc1ccccc1N(CC(=O)NCc1ccc(F)cc1)C(=O)CCC(=O)Nc1ccccn1	-20	3	4	13	14	2	14	18	-14	-15	5
O=C(CSc1nnc(-c2ccccc2)o1)NC1CC1	-37	-22	-13	11	-34	-7	-7	8	-18	0	-6
COc1cccc(NC(=O)Cn2c(CCC(=O)O)ccc2-c2ccc(C)cc2)c1	-2	-12	-19	10	6	4	5	11	7	5	-5
CC(Oc1cc(Cl)ccc1Cl)C(=O)N/N=C\c1ccnn1C (configuration not stated)	10	-3	9	1	16	-8	2	5	14	-1	12
COc1ccc(OC)c(-c2nn(-c3ccccc3)cc2C(=O)NC2(C)CCS(=O)(=O)C2)c1 (configuration not stated)	-5	-15	11	-3	-5	-16	0	7	3	-5	-20
CC(C)Cn1c(N)c(C(=O)COC(=O)/C=C/c2cccs2)c(=O)n(C)c1=O	0	2	1	0	0	25	29	3	29	13	29
O=C(CN1CCN(C(=O)C2CCN(C(=O)/C=C/c3ccccc3)CC2)CC1)Nc1ccccc1Cl	-13	-4	-26	6	-37	1	2	-1	-47	9	-12
CN(CC(=O)Nc1cccc(F)c1)C(=O)CN1C(=O)NC2(CCCCC2)C1=O	2	-14	-25	-11	-26	-10	15	15	8	4	-3
CCOc1cc2c(C#N)c(N3CCCC3)nc(N)c2c(N)n1	0	-14	17	-10	3	-7	-7	8	-12	1	1
Cc1c(NC(=O)N(C)c2ccccc2)c(=O)n(-c2ccccc2)n1C	10	17	17	-22	-3	9	4	6	14	-1	4
N/C(=N\OC(=O)CCc1ccccc1)c1ccc(Br)cc1	-10	-46	-8	1	-20	-3	-28	-11	-52	-12	-1
O=C(NCc1ccco1)c1ccc(N2CCCC2=O)cc1	-14	-37	-11	-6	4	-6	-8	2	4	3	18
